Source: PubChem
EPAC1 ag: activates human EPAC1 exchange factor | EPAC1 agonist qHTS, biochemical assay; response scale: 100% = response to 6.5 mM cAMP | Potency, µM (series often up to 154 µM), for the others: top-dose activation, usual class: activators | 0.073% of 360,000 active; note: potency is the fitted concentration of half-maximal effect; nearly all actives have a fitted effect of over 60% in size
Target sequence (O95398 whole entry, looked up): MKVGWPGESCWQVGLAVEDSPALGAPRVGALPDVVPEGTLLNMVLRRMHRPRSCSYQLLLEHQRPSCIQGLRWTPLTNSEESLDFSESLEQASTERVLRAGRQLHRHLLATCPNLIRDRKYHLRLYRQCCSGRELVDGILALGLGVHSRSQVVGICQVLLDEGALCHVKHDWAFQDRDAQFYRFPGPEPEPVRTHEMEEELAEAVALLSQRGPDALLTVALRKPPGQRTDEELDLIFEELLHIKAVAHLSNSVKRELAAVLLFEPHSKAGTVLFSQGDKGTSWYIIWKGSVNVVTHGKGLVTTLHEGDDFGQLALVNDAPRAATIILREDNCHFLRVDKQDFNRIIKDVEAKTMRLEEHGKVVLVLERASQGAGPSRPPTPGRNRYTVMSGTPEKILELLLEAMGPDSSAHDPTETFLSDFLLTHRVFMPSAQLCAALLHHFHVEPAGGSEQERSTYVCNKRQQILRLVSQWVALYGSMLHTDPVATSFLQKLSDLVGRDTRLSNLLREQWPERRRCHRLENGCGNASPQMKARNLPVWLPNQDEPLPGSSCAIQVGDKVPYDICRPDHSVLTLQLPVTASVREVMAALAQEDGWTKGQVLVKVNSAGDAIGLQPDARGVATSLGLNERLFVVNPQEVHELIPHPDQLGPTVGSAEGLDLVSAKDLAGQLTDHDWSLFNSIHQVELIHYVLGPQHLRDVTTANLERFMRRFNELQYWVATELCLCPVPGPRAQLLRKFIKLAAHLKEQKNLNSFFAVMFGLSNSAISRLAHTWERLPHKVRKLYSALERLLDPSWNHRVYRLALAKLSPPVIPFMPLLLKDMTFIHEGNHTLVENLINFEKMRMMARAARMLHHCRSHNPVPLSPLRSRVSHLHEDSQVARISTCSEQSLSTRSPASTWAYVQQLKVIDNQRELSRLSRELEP
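Read-out is the fluorescence drop as BODIPY-GDP leaves Rap1B (480 nm excitation, 540 nm emission), recorded every 5 minutes over 30 minutes. Reactions held 100 nM EPAC1, 250 nM Rap1B–BODIPY-GDP and 50 uM GDP, with 6.5 mM cAMP setting full activation.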
FUS suppressor: rescues growth of FUS-expressing yeast; 0.24% of 390,000 active; S. cerevisiae FUS-expressing, growth rescue, OD600, 24 h; Potency, µM (highest dose often 76.6 µM), inactives show top-dose growth rescue (activation), hits mostly activators; AID 1347120;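 note: potency is the fitted concentration of half-maximal effect; plate controls were DMSO vehicle for no effect and reference control for full effect; nearly all actives have a fitted effect of over 55% in size; some results filed as inactive show a strong effect at the top dose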
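Absorbance at 600 nm, taken 24hr after compound addition, measured rescue of FUS-yeast growth at 30C. Induction used 2% galactose with seeding at OD 0.005. Controls: CP55940 from 92uM final, DMSO only.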
PLK1 PBD inh: blocks phosphopeptide binding to human PLK1 polo-box domain. P53350. Plk1 PBD binding of FITC phosphopeptide, fluorescence polarization. Potency, µM, for the others: max response, negative = inhibition, usual class: inhibitors. 2.8% of 360,000 active. AID 720504; note: potency is the fitted concentration of half-maximal effect; series mostly up to about 57 µM; % is set by controls: 0 for no effect and ±100 for the full control effect; nearly all actives have a fitted effect of over 65% in size
EPAC1 antag: blocks human EPAC1 exchange factor; EPAC1 GEF assay, Rap1b-BODIPY-GDP exchange fluorescence; Potency, µM (titrated, usually from 115 µM), for the others: at the top dose activity change, negative = inhibition, hits mostly inhibitors; 0.14% of 360,000 active;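 note: potency is the fitted concentration of half-maximal effect; plate controls were vehicle for no effect and positive control for full effect; nearly all actives have a fitted effect of over 50% in size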
PI5P4Ka inh: inhibitors of human PI5P4K alpha | PI5P4Kalpha enzyme, ADP-Glo luminescence, 60 min; active compounds read low | max response, % | 1.2% of 330,000 active; active = max response of -50% or lower; inconclusive = between -30% and -50%; inactive = -30% or higher; note: value at the top dose of about 77 µM; % is set by controls: 0 for no effect and ±100 for the full control effect
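Enzyme plus substrate dispensed, test compounds pinned in, then ATP (5 microM final) added. After 60 min at RT, ADP-Glo reagent 1 for 45 min and reagent 2 for 30 min preceded luminescence imaging.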
WRN helicase inh: blocks human WRN helicase | Potency, µM (highest dose often 114 µM), for the others: at the highest dose activity change, negative = inhibition, actives largely listed as inhibitors | WRN helicase unwinding, fluorescent forked duplex, kinetic | AID 651768 | 0.46% of 360,000 active | Q14191; note: potency is the fitted concentration of half-maximal effect; % is set by controls: 0 for no effect and ±100 for the full control effect; nearly all actives have a fitted effect of over 55% in size
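Fluorescence dequenching readout, ex 525 nm/em 598 nm, kinetic mode: forked duplex DNA (100 nM final) with adjacent fluorophore and quencher unwound by WRN (20 nM final) with 2 mM ATP. Compound preincubation 15 min, room temperature.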
IL2 activator: activators of IL-2; 0.065% of 360,000 active; activation, % (series mostly up to about 46 µM); IL-2 activation reporter assay, cell-based qHTS; stimulated with anti-CD3/CD4/CD28 beads; in transgenic mouse T cells; AID 652025; in the data active = activation above about 50%; inconclusive = mostly about 30% to 49%; note: 0% is about no effect
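Unstimulated transgenic mouse T cells, 750 per well, received compound and, after 60 minutes, anti-CD3/anti-CD4 bead plus anti-CD28 stimulation. EGFP and DsRed were quantified after 18 hours.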
Abeta yeast res: compounds reversing amyloid beta toxicity in yeast; yeast expressing A-beta42, growth rescue, OD600, 48 h; response scale: 0% DMSO, 100% iron-clioquinol control; Potency, µM (highest dose often 46.1 µM), for the others: at the top dose growth rescue, most hits filed as activators; 0.063% of 410,000 active; note: potency is the fitted concentration of half-maximal effect; nearly all actives have a fitted effect of over 55% in size
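Yeast A-beta toxicity model in growth medium with pinned compounds, 48 h at 30 C; growth read as absorbance at 600 nm. Normalized to FeCl3/clioquinol equimolar mix (positive) and DMSO (negative).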
Starred values were filed as active, the others as inactive; u = inconclusive; x = not tested or not shown; [ ] = another dose, or the depositor's remark. Unless noted, calls come from the whole dose curve; as a rule, active = well fitted curve in the direction sought with a large enough effect; inconclusive = small, poorly fitted or top-dose-only effect, or another doubt; inactive = no such curve, though single readings can be large; an effect the other way counts as inactive or inconclusive. Outcome played no part in choosing rows. About 4.1% of those tested had a hit in this group.

SMILES | EPAC1 ag | FUS suppressor | PLK1 PBD inh | EPAC1 antag | PI5P4Ka inh | WRN helicase inh | IL2 activator | Abeta yeast res
O=C(Nc1ccc(Br)cc1)c1cccc(S(=O)(=O)Nc2cnc3ccccc3c2)c1 | 3% | 27% | -13% | u | 5 | u | -4.1 | 22%
COC(=O)C1(C(=O)OC)C[C@H](c2ccc(OC)cc2)N(Cc2ccccc2OC)[C@@H]1c1ccc(OC)cc1 | 5% | 24% | 5% | -20% | 7 | -11% | -0.1 | -6%
CC(C)c1ccc(NC(=O)C2CCCN(S(=O)(=O)c3cnc[nH]3)C2)cc1 (stereo not drawn) | -26% | 0% | -9% | -20% | 6 | 5% | -1.1 | -15%
C[C@@H]1CN([C@@H](C)CO)C(=O)c2c(c3ccccc3n2C)-c2ccccc2CO[C@H]1CN(C)C(=O)[C@H](Cc1ccccc1)N(C)C | -22% | 20% | -1% | -11% | 5 | 1% | -0.4 | -17%
CC(C)(Oc1ccc(Cl)cc1)C(=O)OCc1nc2ccsc2c(=O)[nH]1 | -5% | 9% | 2% | -5% | -3 | -1% | -3.2 | -7%
COc1ccc(CNS(=O)(=O)c2ccc3c(c2)NC(=O)C(C)S3)cc1 (stereo not drawn) | -2% | -2% | -9% | 3% | -9 | 6% | -0.3 | x
CN(CCNC(=O)C1CC(=O)N(c2ccc(F)c(Cl)c2)C1)Cc1ccccc1 (stereo not drawn) | -1% | -1% | 4% | -15% | x | -5% | -1.5 | 17%
CC(C)C(=O)Nc1cccc(-c2nc3ccccc3o2)c1 | 0% | 9% | -20% | 5% | 8 | 9% | 0.3 | -12%
CC(C)CNC(=O)COC(=O)c1c2c(nc3ccccc13)/C(=C\c1cccs1)CC2 | -10% | 19% | -3% | 1% | -28 | -19% | 1.1 | -8%
COCc1cc(C)nc(OCC(=O)N/N=C/c2ccc(C)o2)c1C#N | 12% | 17% | 1% | -15% | 0 | 0% | -0.5 | 8%
Fc1ccc(NC(=S)NCCc2ccccn2)cc1 | 10% | 18% | u | 2% | -1 | -5%[57.1 µM] | -3.2 | 5%
COc1ccccc1CN1CCN(S(=O)(=O)c2ccccc2)CC1 | 0% | -1% | -3% | -5% | -3 | -2% | -1.0 | 22%
NC(=O)CC(NC(=O)c1ccc(Br)cc1)c1ccc(NC2CCCCCCC2)c([N+](=O)[O-])c1 (stereo not drawn) | -14% | 25% | u | -16% | -2 | -4% | -3.5 | -7%
C/C(=N\NC(N)=O)C1CC(CC(C)C)C(=O)O1 (stereo not drawn) | 5% | -11% | -4% | -2% | 20 | 10% | 1.6 | 3%
CC(=O)c1cccc(NC(=S)NC(=O)c2cccc(Cl)c2)c1 | -3% | 17% | -14% | -17% | -6 | -25%[57.1 µM] | -1.9 | 16%
O=C(NC(CO)c1ccccc1)c1ccco1 (stereo not drawn) | -5% | -34% | u | 0% | -9 | 8% | -1.1 | 4%
Cc1cccnc1NC(=O)C1CCC1 | 2% | -19% | -4% | 6% | -6 | -13% | -0.1 | 1%
COc1ccc(CC(=O)NNC(=O)CSc2nnc(Cc3ccc(OC)cc3)n2-c2ccccc2)cc1 | 1% | 29% | -5% | -11% | 0 | 2% | 0.0 | -11%
CCCCCCC1CC(/C(C)=N\NC(N)=O)OC1=O (stereo not drawn) | 8% | x | 3% | -5% | -1 | 13% | -0.1 | 6%
CC(=O)OCCOCn1cnn2c(=O)c(Br)c(C)nc12 | -19% | -42% | 0% | 11% | -4 | -3% | -0.4 | 4%
Cc1ccc(CNC(=O)CN(c2ccc(C)cc2)S(=O)(=O)c2c(C)n[nH]c2C)cc1 | -1% | 22% | -6% | 11% | 1 | -4% | -1.3 | 11%
O=C(NCCc1ccccc1)C1CCN(S(=O)(=O)N2CCCC2)CC1 | 10% | -12% | -5% | 6% | x | -3% | 2.6 | 16%
CC(C)(C)c1ccc(NC(=O)c2ccsc2)cc1 | 4% | -9% | 0% | 4% | 3 | 3% | -3.4 | -35%[inhibitor]
Cc1cc(=O)n2c3ccccc3n(CC(O)CN3CCOCC3)c2c1C#N (stereo not drawn) | 8% | 16% | -6% | -24% | -6 | 1%[57.1 µM] | -0.8 | -3%
CCN(CC(=O)Nc1c(F)cccc1F)C(=O)c1ccc2c(c1)OCCO2 | 8% | -2% | 0% | 1% | 3 | -10% | -2.8 | 20%
COc1ccccc1N1CC(C)(C)C(=O)N(C(=O)c2ccc(C)cc2)C1=S | 4% | -27% | 4% | 7% | -1 | -17% | 0.5 | -5%
Cc1cccc(NC(=S)NC2CC3C=CC2C3)c1 (stereo not drawn) | 1% | -7% | -8% | 2% | 5 | 7% | 2.5 | u
Cc1cccc(C)c1NC(=O)c1ccc(N2CCCC2=O)cc1 | 5% | 10% | -20% | 19% | -12 | 0% | 0.6 | 1%
COc1ccc(SC[C@H](Cc2ccccc2)N2CC[C@@H](C)CCC2=O)cc1 | 4% | 40% | -8% | -12% | 11 | -10% | -3.6 | 10%
CC(NS(=O)(=O)c1ccc(Br)cc1)C(=O)NCCc1ccccc1 (stereo not drawn) | -5% | x | -4% | 1% | -7 | -3% | 1.8 | 1%
COc1ccc(CN2C[C@]3(CO)O[C@@H](CO)C[C@@H]3S2(=O)=O)cc1 | -3% | 5% | -2% | 1% | -1 | 9% | -0.3 | -9%
O=C(Nc1ccc2c(c1)OCO2)C1CCCN1C(=O)NCc1ccccc1 (stereo not drawn) | -2% | 27% | 2% | 13% | x | 6% | 3.8 | 24%
Cc1ccccc1NC(=O)Nc1nc(CN(C)C)cs1 | 9% | -20% | -3% | 9% | 0 | -2% | -0.4 | 8%
Cc1cccc(NC(=O)CSCC(=O)Nc2ccccc2C(=O)N2CCCCC2)c1 | 17% | 8% | -5% | 2% | 3 | 1% | 0.0 | 10%
Cc1nnc(NC(=O)CSc2nnc(Cc3cccn3C)n2-c2ccccc2)s1 | 6% | 21% | -3% | 0% | 2 | -6% | -0.7 | -2%
CS(=O)(=O)c1ccc(C(=O)NC2CCOC2=O)cc1 (stereo not drawn) | -2% | -4% | 1% | 4% | x | 10% | -1.1 | 16%
CCN(CC)S(=O)(=O)c1cc(NC(=O)COC(=O)c2c(C)noc2C)ccc1C | -6% | 4% | -12% | -9% | 5 | -13% | -0.8 | -8%
COc1ccccc1-c1cc(NC=O)c2ncc(-c3ccc(S(C)(=O)=O)cc3)n2c1 | -5% | u | 1% | -17% | u | u | -0.5 | -19%
Cc1ccc(-c2cn(CCN)c(-c3ccc(Cl)nc3)n2)cc1 | 6% | -13% | -6% | -28% | 15 | -2% | 0.2 | 5%
Cc1oc(-c2ccc(Cl)cc2)nc1CS(=O)CC(=O)NCc1ccc2c(c1)OCO2 (stereo not drawn) | -3% | -6% | -8% | -10% | -8 | -4% | -1.4 | -6%
CC(=O)c1ccc(C(=O)Nc2ccc(N3CCOCC3)cc2)cc1 | 16% | -15% | -2% | -18% | 4 | 4% | 0.2 | 2%
COc1cc(CN=Cc2c(O)n(Cc3ccccc3)c(=S)[nH]c2=O)cc(OC)c1 | -3% | 27% | 2% | -7% | 0 | -2% | -6.4 | -14%
O=[N+]([O-])c1ccc(COc2cccc(CN3CCCC3)c2)cc1 | -11% | -25% | -4% | 5% | 0 | 7% | -0.6 | -9%
O=C(Nc1ccnn1C1CCN(CC2CC=CCC2)CC1)c1ccccc1Cl (stereo not drawn) | 5% | 0% | -14% | 14% | 3 | -4% | -2.9 | 5%
CNC(=O)c1ccc(-c2ccc(OC)cc2)s1 | -1% | 0% | 4% | -2% | -7 | -14% | 2.9 | -23%
COc1ccc2cc3c(N)nn(C(=O)c4cccc([N+](=O)[O-])c4)c3nc2c1 | -11% | 4% | -4% | -11% | 2 | u | 0.9 | -9%
O=C(CC1C(=O)NCCN1Cc1ccc(-c2ccccc2)cc1)NCCCn1ccnc1 (stereo not drawn) | 12% | 3% | -15% | 2% | 1 | -9% | 3.9 | 5%
O=C(c1ccccn1)C1CCCN(Cc2cn[nH]c2-c2cc3ccccc3o2)C1 (stereo not drawn) | 12% | -10% | -9% | -4% | 1 | -6% | -2.0 | 9%
O=C(c1cnc(Cl)c(Cl)c1)N1CCC(Cc2ccccc2)CC1 | 10% | 11% | -5% | -16% | 0 | -1%[57.1 µM] | 0.5 | 1%
COc1ccc(C2=CN(Cc3ccccc3)CCC2=O)cc1 | -23% | -38% | 0% | 3% | -9 | 3% | 2.2 | -10%
CC1(C(=O)N/N=C/c2ccccc2)CC1(Cl)Cl (stereo not drawn) | 3% | 3% | -12% | 12% | -5 | 4% | -0.1 | 10%
CC1CC(C)CN(S(=O)(=O)CCNC(=O)c2ccc3c(c2)OCO3)C1 (stereo not drawn) | 4% | 1% | 4% | 10% | -3 | 6% | -2.4 | -3%
O=C(CC1CCCC1)Nc1ccc(Br)cc1 | -2% | -6% | 3% | -15% | 0 | -5% | 0.1 | 11%
NC(=O)C1(N2CCCCC2)CCN(Cc2nc3ccccc3c(=O)[nH]2)CC1 | 9% | 1% | u | 5% | x | -5% | -3.3 | 16%
CC(Oc1ncnc2ccccc12)C(=O)Nc1cccc(S(=O)(=O)N2CCOCC2)c1 (stereo not drawn) | -2% | x | -7% | 3% | 1 | 9% | -2.9 | -3%
Cc1cc([N+](=O)[O-])nn1CCCC(=O)Nc1sc2c(c1C(N)=O)CCCC2 | 2% | 21% | 4.7µM* | -3% | u | -34% | -4.3 | -4%
CCOC(=O)CSc1n[nH]c(NC(=O)CC)n1 | 7% | -12% | -4% | -15% | -4 | -7% | 4.8 | 0%
CC1(C)Cc2ccccc2-c2nnnn21 | -2% | -18% | -4% | 0% | x | -2% | -0.4 | -7%

Results in EPAC1 ag (4 entries from above):
Molecule | EPAC1 ag
O=C(CC1C(=O)NCCN1Cc1ccc(-c2ccccc2)cc1)NCCCn1ccnc1 (stereo not drawn) | 12%
O=C(c1ccccn1)C1CCCN(Cc2cn[nH]c2-c2cc3ccccc3o2)C1 (stereo not drawn) | 12%
O=C(c1cnc(Cl)c(Cl)c1)N1CCC(Cc2ccccc2)CC1 | 10%
COc1ccc(C2=CN(Cc3ccccc3)CCC2=O)cc1 | -23%
